KOR beta-arrestin-1: kappa opioid receptor blockers – cell-based, luminescence, uHTS (AID 1778). one-dose inhibition, % at 10 µM; IC50 in µM for titrated hits. 290,000 compounds, 0.091% hits. KOR beta-arrestin recruitment, luminescence, antagonist mode; higher % means a stronger effect; also: strong numbers were not always called active
SV40 large T antigen: TAg ATPase/helicase activity blockers – biochemical (AID 1903) | 310,000 compounds, 0.39% hits | SV40 large T antigen ATPase/helicase inhibition assay; higher % means a stronger effect | one-dose inhibition, % at 20 µM; IC50 in µM for titrated hits; in the data active = a potency from the dose series; inconclusive = inhibition mostly from about 32% at the one dose, without a potency; inactive = the rest, 99 in 100 with inhibition below about 32%; also: strong numbers were not always called active
NOD1 inhibition: NOD1 signaling inhibitors, primary screen, cell-based, luminescence, uHTS (AID 1578); NOD1-driven NF-kB luciferase reporter cells, luminescence; higher % means a stronger effect; inhibition, % at 4 µM, or EC50 in µM where a hit was titrated; 290,000 compounds, 1% hits; in the data active = inhibition mostly above about 36%, no sharp cut-off; inactive = mostly below about 34%;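 also: HEK-293T reporter cells stimulated with the NOD1 agonist gamma-tri-DAP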
HIV peptide binding: cell-free HIV fusion peptide-binding blockers – biochemical, uHTS, fluorescence dequenching, primary screen (AID 1986); 290,000 compounds, 0.3% hits; inhibition, % at 20 µM; hits with a dose series show IC50 in µM; cell-free peptide binding, fluorescence dequenching, 30 min; higher % means a stronger effect; in the data active = inhibition mostly above about 52%, no sharp cut-off; inactive = mostly below about 76%; also: some results filed as inactive read as strong as hits
HEK293 NOD2/NF-kB: NOD2 signaling inhibitors, cell-based, luminescence, uHTS, HEK293 (AID 1566); one-dose inhibition, % at 4 µM; EC50 in µM for titrated hits; 290,000 compounds, 0.63% hits; HEK293 NOD2/NF-kB luciferase reporter, luminescence; higher % means a stronger effect; also: many of its hits are not listed in these tables
MgcRacGAP inhibition: MgcRacGAP GTPase-activating activity inhibitors, confirmation, biochemical, ADP Hunter fluorescence; MgcRacGAP-stimulated Rac1 GTP hydrolysis, ADP Hunter fluorescence; higher % means a stronger effect; GST-tagged Rac1 F28L mutant substrate; inhibition, % at 30 µM; hits with a dose series show IC50 in µM; 340,000 compounds, 0.6% hits;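 active = first-screen hits whose inhibition reached a set limit at any dose in the follow-up dose series; inconclusive = inhibition above the set first-screen limit but never retested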;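 also: fluorescence reports GDP produced by GAP-driven GTP hydrolysis; strong numbers were not always called active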
GPR55 beta-arrestin: GPR55 agonists via beta-arrestin recruitment, primary screen, imaging, U2OS cells, beta-arrestin-GFP redistribution (AID 1961); U2OS GPR55 beta-arrestin-GFP redistribution imaging; higher % means a stronger effect; activation, % at 10 µM; hits with a dose series show EC50 in µM; 290,000 compounds, 0.048% hits;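 active = activation above 40% with more than 50 cells counted in the well; inconclusive = wells holding fewer than 50 cells, flagged as toxic or sparse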;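 also: U2OS osteosarcoma cells stably expressing GPR55 and beta-arrestin-GFP; plate controls were DMSO negative control for no effect and LPI positive control for full effect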
KOR beta-arrestin-2: KOR agonists, beta-arrestin recruitment, primary screen, cell-based, luminescence, uHTS (AID 1777) | KOR beta-arrestin recruitment, luminescence; higher % means a stronger effect | one-dose activation, % at 10 µM; EC50 in µM for titrated hits | 280,000 compounds, 0.02% hits; in the data active = activation above about 50%, passing the limit was not always enough; also: a part of the inactive calls stands beside numbers as strong as those of hits
GPR55 LPI antagonism: GPR55 antagonists blocking LPI-driven arrestin recruitment, primary screen, imaging, U2OS, beta-arrestin-GFP, LPI agonist (AID 2013); U2OS GPR55 beta-arrestin-GFP translocation imaging, LPI antagonism; higher % means a stronger effect; one-dose inhibition, % at 10 µM; IC50 in µM for titrated hits; 290,000 compounds, 0.13% hits;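 active = spots per cell inhibited over 60%, with over 100 cells counted and total cytoplasm intensity under 500,000; inconclusive = wells with under 100 cells, flagged as likely toxic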;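 also: U2OS cells stably carrying GPR55 and arrestin-GFP stimulated by 5 µM LPI near EC80; imaged beta-arrestin-GFP aggregate spots per cell after agonist stimulation; plate controls were LPI-stimulated DMSO wells for no effect and DMSO wells without LPI for full effect; some results filed as inactive read as strong as hits; confirmed hits need IC50 under 10 µM and bright autofluorescent wells are also inconclusive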
* marks the source's active call; other numbers are inactive results; ? = inconclusive; nt = no result given; [ ] = remark or other dose. Rule as the data show it, unless noted: active = inhibition above about 50%; inactive = the rest. An excerpt; rates above refer to the full screens.

#	smiles	HEK293 NOD2/NF-kB	GPR55 beta-arrestin	KOR beta-arrestin-1	GPR55 LPI antagonism	NOD1 inhibition
1	COC(=O)c1ccc(C(=O)OC)c(NC(=S)N2CCN(c3ccccn3)CC2)c1	4%	-0.1%	22%[20 µM]	8%	-28%
2	COc1cc(OC)cc(C(=O)NCC(=O)N2CCN(c3ccc(O)cc3)CC2)c1	-43%	-0.1%	-17%	-5%	12%
3	O=C(NC1CCCC1)C(c1ccc(F)cc1)N(C(=O)c1csnn1)c1ccccc1F (stereo not drawn)	15%	1.1%	-18%	4%	-7%
4	O=C(c1cc(-c2ccccc2O)on1)N1CCCC1	-80%	0.2%	10%	-3%	-38%
5	CC(=O)c1ccc(N2CCN(C(=O)c3ccc(NC(=O)C4CCCO4)cc3)CC2)cc1 (stereo not drawn)	6%	-0.1%	-34%	1%	nt
6	c1ccc2c(c1)NC1(CCCCC1)n1c-2nc2ccccc21	-30%	-0.2%	17%	2%	-41%
7	CN(C)S(=O)(=O)c1ccc(C(=O)OCC(=O)Nc2ccc(OC(F)F)cc2)cc1	16%	-1.5%	0%	1%	0%
8	COC(=O)c1ccccc1NC(=O)Cn1nc2n(C)c3ccccc3n2c(=O)c1=O	18%	0.8%	14%	-2%	-13%
9	O=C1OC(N2CCN(C(=O)c3ccco3)CC2)c2ccccc21 (stereo not drawn)	11%	-0.1%	29%	-5%	-3%
10	CC(C)(C)CC(C)(C)NC(=O)c1ccc2snnc2c1	4%	0.3%	6%	1%	2%

#	SV40 large T antigen	MgcRacGAP inhibition	HIV peptide binding	KOR beta-arrestin-2
1	3%	-1%	-0.3%	-6.9%
2	65µM*	?	-2.1%	3.7%
3	7%	11%	0.3%	-4.4%
4	7%	4%	-0.5%	-6.5%
5	-8%	4%	2.7%	-1.7%
6	4%	-2%	0.1%	1.0%
7	4%	12%	0.7%	-2.6%
8	2%	nt	-1.0%	3.7%
9	7%	7%	-0.8%	-1.7%
10	13%	11%	1.2%	-0.9%

From no. 3 as far as 7, copied from above:
#	smiles	HEK293 NOD2/NF-kB	GPR55 beta-arrestin	KOR beta-arrestin-1	GPR55 LPI antagonism	NOD1 inhibition
3	O=C(NC1CCCC1)C(c1ccc(F)cc1)N(C(=O)c1csnn1)c1ccccc1F (stereo not drawn)	15%	1.1%	-18%	4%	-7%
4	O=C(c1cc(-c2ccccc2O)on1)N1CCCC1	-80%	0.2%	10%	-3%	-38%
5	CC(=O)c1ccc(N2CCN(C(=O)c3ccc(NC(=O)C4CCCO4)cc3)CC2)cc1 (stereo not drawn)	6%	-0.1%	-34%	1%	nt
6	c1ccc2c(c1)NC1(CCCCC1)n1c-2nc2ccccc21	-30%	-0.2%	17%	2%	-41%
7	CN(C)S(=O)(=O)c1ccc(C(=O)OCC(=O)Nc2ccc(OC(F)F)cc2)cc1	16%	-1.5%	0%	1%	0%

#	SV40 large T antigen	MgcRacGAP inhibition	HIV peptide binding	KOR beta-arrestin-2
3	7%	11%	0.3%	-4.4%
4	7%	4%	-0.5%	-6.5%
5	-8%	4%	2.7%	-1.7%
6	4%	-2%	0.1%	1.0%
7	4%	12%	0.7%	-2.6%

(next part)
#	smiles	HEK293 NOD2/NF-kB	GPR55 beta-arrestin	KOR beta-arrestin-1	GPR55 LPI antagonism	NOD1 inhibition
11	O=C(Oc1cc(-c2ccccc2)no1)c1ccc(F)cc1	4%	-0.1%	-51%	4%	2%
12	COc1ccc(C(=O)/C=C/Nc2cc(C)on2)cc1	-42%	-0.1%	5%	24%	-57%
13	Cc1c(Cl)cccc1NC(=O)CN1C(=O)CSc2ncccc21	-8%	-0.1%	2%	1%	-14%
14	O=C(Cc1ccc(Cl)cc1)NCCCNC(=O)c1cccnc1	2%	1.2%	-29%	-12%	39%
15	CCN1C(=O)/C(=C/N(C)c2ccccc2)OC1=S	-46%	-0.2%	-22%	-11%	-15%
16	COc1cc2c(cc1OC)-c1cc(NCc3ccccn3)nc(=O)n1CC2	6%	0.8%	-1%	6%	-12%
17	CCCc1cc(C(=O)Nc2ccc(C(=O)c3ccccc3)cc2)n(C)n1	55%*	-0.1%	14%	-5%	-8%
18	COc1ccc(C2=NOC(C(=O)NCc3ccco3)C2)cc1OC (stereo not drawn)	-27%	0.1%	-102%	-26%	nt
19	CCc1cc(-c2[nH]ncc2-c2ccc(OC)cc2)c(O)cc1O	8%	0.6%	0%	-21%	13%
20	Brc1ccc(-c2ccc(CNCc3ccccn3)o2)cc1	-16%	0.3%	-28%[20 µM]	0%	-9%

#	SV40 large T antigen	MgcRacGAP inhibition	HIV peptide binding	KOR beta-arrestin-2
11	7%	3%	3.6%	4.2%
12	14%	8%	-1.3%	0.4%
13	0%	nt	5.7%	-2.0%
14	8%	10%	-0.3%	4.0%
15	1%	3%	0.0%	2.8%
16	31%	14%	1.1%	-2.0%
17	-1%	4%	0.7%	-2.7%
18	10%	3%	-4.5%	20%
19	15%	32%	-1.9%	-5.9%
20	12%	6%	0.0%	7.2%

(continued)
#	smiles	HEK293 NOD2/NF-kB	GPR55 beta-arrestin	KOR beta-arrestin-1	GPR55 LPI antagonism	NOD1 inhibition
21	CCOC(=O)Nc1ccc2c(c1)N(C(=O)OC)c1ccccc1CC2	-14%	-0.1%	-7%	-1%	0%
22	CCC(C)(C(=O)NC1CCCC1)N(Cc1cccs1)C(=O)c1ccc2c(c1)OCO2 (stereo not drawn)	-19%	-0.4%	-35%	14%	51%
23	Nc1nc(NCc2ccccc2Cl)n(-c2ccccc2)n1	8%	-0.4%	-50%[20 µM]	-4%	-15%
24	COc1ccc(CNc2nc3c(c(=O)[nH]c(=O)n3C)n2Cc2ccccc2)cc1	-11%	0.0%	19%	5%	-11%
25	C=CCn1c(=S)[nH]c2scc(-c3ccco3)c2c1=O	9%	-0.1%	11%	-10%	0%
26	Cc1noc(C)c1COC(=O)c1cc2c(C)nn(-c3ccc(F)cc3)c2s1	-4%	-0.1%	18%	11%	-44%
27	O=C(COc1ccc(Cl)cc1Br)NNC(=O)C(=O)N1CCCCC1	13%	-0.4%	34%	-7%	-10%
28	N#CCCN(NC1=NS(=O)(=O)c2ccccc21)C(=O)c1ccccc1Br	-2%	0.3%	8%	-10%	-8%
29	COc1ccc(C(=O)NC(=S)N(C)Cc2ccccc2)cc1Br	10%	0.3%	-31%[20 µM]	8%	45%*
30	CC(C)C(NC(=S)NCc1ccccc1)C(=O)O (stereo not drawn)	-28%	-0.1%	4%	-4%	-9%

#	SV40 large T antigen	MgcRacGAP inhibition	HIV peptide binding	KOR beta-arrestin-2
21	4%	11%	-1.5%	4.1%
22	4%	5%	-3.1%	14%
23	5%	6%	-0.8%	0.6%
24	8%	5%	-1.1%	-4.1%
25	24µM*	?	36%	7.7%
26	nt	3%	1.6%	20%
27	-7%	10%	-1.2%	-6.0%
28	16%	nt	0.8%	-1.5%
29	24%	4%	-1.0%	-5.4%
30	-4%	11%	-0.3%	-0.3%

The list goes on:
#	smiles	HEK293 NOD2/NF-kB	GPR55 beta-arrestin	KOR beta-arrestin-1	GPR55 LPI antagonism	NOD1 inhibition
31	Cc1[nH]c2ccc(F)cc2c1CCNC(=O)C1CCCCC1C(=O)OCC(F)(F)F (stereo not drawn)	7%	0.2%	26%	12%	-12%
32	CN1C(=O)C(CC(=O)Nc2ccc(F)cc2)N(Cc2cccs2)C1=S (stereo not drawn)	4%	-0.2%	-22%	4%	-3%
33	O=C(Nc1ccc([N+](=O)[O-])cc1)c1ccc(S(=O)(=O)N2CCCC2)cc1	2%	-0.1%	-7%	-3%	-1%
34	COc1ccc(C(=O)CSc2nnc(CNc3nc(-c4ccccc4)cs3)n2C)cc1	13%	0.2%	27%	2%	18%
35	S=C1NC[C@H](CC2CCCCC2)N1CCc1cccc2ccccc12	-15%	-0.1%	-4%	4%	8%
36	CC1CCCCN1C(=O)CCNS(=O)(=O)c1ccc2c(c1)c(=O)n(C)c(=O)n2C (stereo not drawn)	6%	0.6%	4%	13%	-9%
37	CCC1CC2(C)NC(=O)c3c(sc4c3CC(C)(C)OC4)N2C1=O (stereo not drawn)	4%	-0.1%	4%	-6%	-14%
38	CNC(=O)Nc1ccccc1C(=O)Nc1ccccc1	6%	0.2%	23%	9%	-4%
39	CCCCn1nnnc1SCC(=O)Nc1ccc(N(C)C)cc1	-1%	-0.1%	27%	-7%	-10%
40	CC(C)c1ccc(NC(=O)c2ccccc2NC(=O)C2CCCCC2C(=O)O)cc1 (stereo not drawn)	6%	-0.1%	-35%[20 µM]	-13%	-42%

#	SV40 large T antigen	MgcRacGAP inhibition	HIV peptide binding	KOR beta-arrestin-2
31	2%	12%	-1.6%	-4.8%
32	4%	8%	0.7%	3.0%
33	11%	5%	0.6%	2.5%
34	18%	8%	-0.7%	17%
35	-9%	11%	-2.0%	1.6%
36	12%	-1%	-1.3%	-3.5%
37	13%	3%	0.1%	-5.0%
38	8%	1%	-0.5%	2.2%
39	11µM*	?	1.1%	-0.3%
40	6%	8%	5.0%	-3.1%

(more compounds)
#	smiles	HEK293 NOD2/NF-kB	GPR55 beta-arrestin	KOR beta-arrestin-1	GPR55 LPI antagonism	NOD1 inhibition
41	CCN(CC)S(=O)(=O)c1cc(C(=O)O)c(Cl)cc1Cl	3%	-0.1%	10%	2%	-2%
42	Oc1ccccc1C1CC(c2cccs2)=NC(c2ccc(Cl)cc2)N1 (stereo not drawn)	6%	-0.2%	-13%	22%	12%
43	Cc1nn(C)c(C)c1CN(C)C(=O)c1cc2n(n1)C(C(F)(F)F)CC(c1cccs1)N2 (stereo not drawn)	34%	0.2%	-8%	1%	27%
44	O=S(=O)(c1ccccc1)N1CCN(C(c2ccccc2)c2ccc(OC(F)(F)F)cc2)CC1 (stereo not drawn)	2%	-0.1%	21%	11%	2%
45	CSc1nnc2c(n1)OC(c1ccccn1)N(C(C)=O)c1ccccc1-2 (stereo not drawn)	12%	-0.1%	5%	-11%	-32%
46	Cc1cc(Cl)c(OCCCNC2CCCC2)c(Br)c1	0%	0.1%	-76%[20 µM]	21%	0%

#	SV40 large T antigen	MgcRacGAP inhibition	HIV peptide binding	KOR beta-arrestin-2
41	0%	4%	3.4%	-3.1%
42	17%	-20%	6.3%	4.7%
43	10%	12%	1.5%	1.2%
44	2%	7%	-2.9%	-1.9%
45	6%	-2%	-1.1%	-4.3%
46	10%	?	1.4%	3.3%

Compound activity (PubChem BioAssay)
